# aSyn tox rescue: qHTS of alpha-syn Inhibitors: NCGC Sytravon Library Screen; S. cerevisiae alpha-synuclein toxicity rescue, BacTiter-Glo growth, 24 h; Potency, µM (titrated, usually from 46.1 µM), without a hit: at the top dose growth rescue (activation), actives largely listed as activators; actives 0.02% (n = 94,000); AID 1347070, 2019; active = well fitted activation curve with a large enough effect; also: 0% is about no effect
#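 Growth restoration measured by BacTiter-Glo luminescence after 24 hr at 30 deg C; alpha-synuclein yeast, raffinose-pregrown to mid-log, were added at OD600=0.02 in galactose medium onto pinned compounds.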
# Active calls of the source: *; [ ] = dose if it differs, or a comment. Potency is read from the fitted curve at half-maximal effect. The list is partial. The share of hits here may be higher or lower than overall.
molecule | aSyn tox rescue
Cc1ccc2oc(=O)c3cnn(CC(=O)N(CCCN4CCOCC4)Cc4ccco4)c3c2c1 | 1.2%
COc1ccc(Cl)cc1Nc1ncnc2c1c(-c1ccccc1)cn2-c1ccccc1 | -7.1%
Cc1ccc(OCCSc2nc(N)cc(N)n2)cc1 | -18.5%
COc1ccc(Cl)cc1NC(=O)CCCn1c(C)c2cnn(-c3ccccc3)c(=O)c2c1C | -12.2%
CCCCCCn1c(=O)n2n(c1=O)C[C@]1(OC(=O)Nc3cccs3)CN(S(=O)(=O)c3ccc(C)cc3)C[C@]1(O)C2 | 5.2%
O=C(Cn1cnc2c(nnn2-c2ccccc2)c1=O)N1CCC(Cc2ccccc2)CC1 | 8.7%
Cc1c(Cl)cccc1NC(=O)N1CCCN(c2nc(-c3ccccc3)ns2)CC1 | 6.5%
CSc1ncc(C(=O)N2CCN(c3ccc(F)cc3)CC2)c(C)n1 | -2.3%
Cc1ccc(NC(=O)Cn2c(=O)n(CCCCC(=O)NCc3ccc4c(c3)OCO4)c(=O)c3ccccc32)cc1 | -6.7%
CCn1nc(C)c(CCN(C)C(=O)Nc2cccc(Cl)c2C)c1C | -1.5%

# Shown as labelled records: entries from further up
Cc1ccc2oc(=O)c3cnn(CC(=O)N(CCCN4CCOCC4)Cc4ccco4)c3c2c1
  aSyn tox rescue: 1.2%
COc1ccc(Cl)cc1Nc1ncnc2c1c(-c1ccccc1)cn2-c1ccccc1
  aSyn tox rescue: -7.1%
Cc1ccc(OCCSc2nc(N)cc(N)n2)cc1
  aSyn tox rescue: -18.5%

# Carrying on.
molecule | aSyn tox rescue
CC(=O)c1ccc(N2CCN(Cc3nc4ccccc4[nH]3)CC2)cc1 | -7.6%
CCCN(CCC)C(=O)Cn1c(=O)c2sccc2n2c(=S)sc(-c3ccccc3)c12 | -1.4%
COc1ccc(-c2nnc3n2CCCCC3)cc1 | -2.6%
COc1ccc(-c2nnc(SCC(=O)Nc3cccc(C)c3)s2)cc1 | -5.7%
CCc1ccc(NC(=O)Cn2ccn(-c3ccc(OC)cc3)c(=O)c2=O)cc1 | 0.4%
COc1ccccc1CNC(=O)CCn1c(=O)c2ccccc2n(CC(=O)Nc2ccc(C)cc2Cl)c1=O | -10.0%
CCCCN(CC)CCNC(=O)c1nn(C)c2c1CS(=O)(=O)c1ccccc1-2 | 1.1%
CCC(NS(=O)(=O)c1cnn(CC)c1)c1ccccc1 (configuration not stated) | 7.3%
Cc1c(C(=O)NCC(C)C)sc2nc(-c3ccc(F)cc3)cn12 | -8.9%
CCCN(Cc1cc2ccccc2[nH]c1=O)C(=O)c1cccc([N+](=O)[O-])c1 | -4.1%

# (listing goes on)
molecule | aSyn tox rescue
CCOc1ccc(S(=O)(=O)Nc2cc(F)ccc2F)c2cccnc12 | -7.1%
CCc1ccc(N2CC(C(=O)N(CC)CC(=O)Nc3c(F)cccc3F)CC2=O)cc1 (configuration not stated) | -9.1%
O=C(COC(=O)COc1ccc(Br)cc1)NC1CCS(=O)(=O)C1 (configuration not stated) | 0.1%
Cc1ccccc1NC(=O)Cn1nnc(C(=O)NCc2cccs2)c1N | 0.2%
O=c1oc2ccccc2cc1-c1cn2cc(Cc3ccc(Cl)cc3)sc2n1 | 0.9%
COC(=O)c1cccc(-c2ccc(C(c3c(C)[nH][nH]c3=O)c3c(C)[nH][nH]c3=O)o2)c1 | 7.0%
CCCCNC(=O)CSc1nc2cc3c(cc2c(=O)n1CCCCCC(=O)NCc1ccc(OC)cc1)OCO3 | 0.4%
COc1ccc(-n2cnc3cc(C(=O)NC4CCCC4)ccc32)cc1 | 5.6%
CCCC(O)(CCC)C(=O)NNc1ccc(C)cc1 | 6.6%
O=C(c1ccc2c(c1)N(Cc1ccccc1)C(=O)c1ccccc1S2(=O)=O)N1CCN(Cc2ccccc2)CC1 | 4.5%

# Continued.
molecule | aSyn tox rescue
CC(C)(C)C(=O)CSc1nc2ccsc2c(=O)n1Cc1ccccc1F | -9.2%
Cc1ccc(CNC(=O)CCN2C(=O)C(C)Oc3ccc(C)cc32)cc1 (configuration not stated) | 3.1%
Cc1oc(-c2ccccc2F)nc1CS(=O)(=O)CC(=O)NCCN(C)C1CCCCC1 | -5.2%
COc1ccc(CCNCc2c(C(=O)O)c(C)n(Cc3cccc(Cl)c3)c2C)c(OC)c1OC | 7.5%
Cc1noc(C)c1COc1ccccc1C(=O)N(C)Cc1ccc(F)cc1 | 5.1%
CN(CCOc1ccc(Cl)cc1)C(=O)c1cccc(S(=O)(=O)N2CCN(c3ccc(F)cc3)CC2)c1 | 22.2%
COc1ccc(NS(=O)(=O)c2ccc(F)cc2F)cn1 | 5.0%
Cc1cccc(/C(N)=N/OC(=O)c2ccoc2C)c1 | -52.0%[inhibitor]
Cc1c(CCC(=O)NCCc2ccccc2F)c(=O)oc2cc(O)ccc12 | 4.7%
COc1ccc(Cl)cc1S(=O)(=O)N1CCN=C1C | 5.4%

# Additional records
molecule | aSyn tox rescue
CCNC(=O)c1c(NC(=O)Cc2coc3cc(C)cc(C)c23)sc2c1CCCC2 | -4.5%
CC(=O)N1CCCc2cc(S(=O)(=O)N3CCC(C(=O)Nc4ccc(C)cc4Cl)CC3)ccc21 | -1.7%
CCc1cccc(NC(=O)CSc2nc(C)cs2)c1 | 8.3%
CC1CC(C)CN(S(=O)(=O)CCNC(=O)c2ccc3c(c2)OCO3)C1 (configuration not stated) | 5.3%
Cc1cc(C)cc(NC(=O)Cn2nc(N3CCN(c4ccccc4)CC3)ccc2=O)c1 | 8.6%
CCOC(=O)c1ccc(N2C(=O)c3n[nH]c(-c4ccco4)c3C2c2ccc(O)c(OC)c2)cc1 (configuration not stated) | -12.9%
Cc1cc(C)c(S(=O)(=O)Nc2ccc(N(C)C)cc2)c(C)c1-n1cnnn1 | -3.2%
CCc1ccc(NC(=O)Cc2c(C(=O)O)c(C)cn2C)cc1 | 3.1%
Cc1cccc(C(=O)n2nc(-c3cccnc3)nc2NCc2ccccc2)c1 | -9.1%
OCc1cnc(SCc2ccccc2F)n1Cc1ccc(F)cc1 | 9.2%

# Later entries.
molecule | aSyn tox rescue
OCc1nc2ccc(Cl)cc2[nH]1 | -2.2%
C[C@H]1CN([C@@H](C)CO)S(=O)(=O)c2ccc(/C=C/c3ccccc3)cc2O[C@H]1CN(C)C(=O)NC1CCCCC1 | -3.0%
COC(=O)N(C)C[C@H]1OCc2cnnn2CCCC(=O)N([C@@H](C)CO)C[C@H]1C | 9.9%
CCC(C(=O)Nc1cccc(C#N)c1)n1c(=O)c(-c2ccccc2NC(C)=O)nc2ccccc21 (configuration not stated) | 1.5%
Cc1cc(C)c(NC(=O)CCCn2c(C)c3cnn(-c4ccccc4)c(=O)c3c2C)c(C)c1 | -7.7%
CCCNC(=O)CN1C(=O)c2c(c3ccccc3n2C)C1c1ccc(OC)cc1 (configuration not stated) | 2.8%
COc1ccc(S(=O)(=O)N2CCCN(CC(=O)Nc3ccc(OC)cc3OC)CC2)cc1 | 0.6%
Cc1c(Cl)cccc1-c1ccc(CNCCCSc2nnnn2C)o1 | 0.3%
CC(=O)c1cccc(NC(=O)CN(C)S(=O)(=O)c2ccc3c(c2)CCC(=O)N3)c1 | -0.3%
O=C(O)c1occc1CSc1ccccc1 | -7.1%

# (further entries)
molecule | aSyn tox rescue
Cc1ccc(NC(=O)C2CCCN2S(=O)(=O)c2ccc3c(c2)CCCC(=O)N3)cc1Cl (configuration not stated) | -1.3%
O=C(Nc1ccc(F)cc1Cl)c1cnc(N2CCOCC2)c2ccccc12 | -2.4%
Cc1cccc(C)c1OCC(=O)N(Cc1ccc(Cl)cc1)CC1CCCO1 (configuration not stated) | 7.6%
COc1ccc(CNS(=O)(=O)c2cnc(N)nc2)c(OC)c1 | -3.6%
CC1C(C#N)=C(SCC(N)=O)NC2=C1C(=O)CC(C)(C)C2 (configuration not stated) | 14.0%
Cc1ccc(-c2c(C(=O)NCCc3ccccc3)oc(=O)c3ccccc23)cc1 | -41.7%[inhibitor]
C=CCn1c(=NC(=O)c2cccc(N3C(=O)CCC3=O)c2)sc2cccc(OC)c21 | 3.0%
COc1ccc(N2CCN(CCCNC(=O)c3nnc(Cc4ccccc4Cl)o3)CC2)cc1 | 0.3%
CNc1ccc(-c2nc(-c3ccco3)no2)cc1[N+](=O)[O-] | 0.7%
CC1CCCN(C(=O)CCNC(=O)Cn2cnc3ccccc3c2=O)C1 (configuration not stated) | -2.2%

# (more compounds)
molecule | aSyn tox rescue
Fc1ccc(-c2nc3c4c(-c5ccccc5)c(-c5ccccc5)oc4ncn3n2)cc1 | -12.5%
CCn1c(SC(C)C(=O)NCC2CCCO2)nc2scc(-c3ccccc3)c2c1=O (configuration not stated) | 4.2%
COc1ccc(Cn2c(=O)[nH]c3cc(C(=O)N4CCN(c5ccccc5)CC4)ccc3c2=O)cc1 | -3.6%
CC(C)(C)NC(=O)NC(=O)CSc1ncn[nH]1 | -9.5%
Cc1ccc(-n2ncc(C(=O)N3CCN(c4ccccc4F)CC3)c2C2CCN(C(=O)OC(C)(C)C)CC2)cc1C | 2.6%
Cn1cccc1C(=O)NCC(c1ccco1)N1CCCCC1 (configuration not stated) | -2.1%
Cc1cccc(N2CCN(C(=O)Cn3c(C)c4cnn(-c5ccccc5)c(=O)c4c3C)CC2)c1C | 2.3%
COc1ccc(-n2cc(-c3ccccc3)c3c(NCCCN4CCOCC4)ncnc32)cc1 | 6.7%
Cc1ccc(NC(=O)CC(C)S(=O)(=O)c2ccc3c(c2)NC(=O)CO3)cc1C (configuration not stated) | -6.3%
COc1ccc(/C(N)=N/OC(=O)c2ccc(OC)c([N+](=O)[O-])c2)cc1OC | -3.3%

# Additional records.
molecule | aSyn tox rescue
Cc1ccc(C)c(CSc2nc3ncccc3[nH]2)c1 | -15.6%
COc1ccc2c(c1)c(C(C)=O)c(C)n2C | 0.6%
CCc1nnc(NC(=O)c2ccc(S(=O)(=O)N(CC)CC)cc2)s1 | -7.1%
Cc1ccc(C(c2sc3nc(-c4ccco4)nn3c2O)N2CCCC2)cc1 (configuration not stated) | 9.5%
COc1ccc(/C=N/NC(=O)CN(C)S(=O)(=O)c2ccc(NC(C)=O)cc2)cc1 | -8.9%
Cc1ccc(S(=O)(=O)c2cn(C)c3cc(N4CCN(c5ccccc5)CC4)c(F)cc3c2=O)cc1 | 9.3%
CNC(=O)C1CCC(Cn2c(=O)c3sccc3n(CC(=O)Nc3ccc(C)cc3C)c2=O)CC1 (configuration not stated) | 3.3%
CCN(CC(=O)Nc1ccc(OC)cc1)C(=O)c1cc(S(=O)(=O)N(C)C)ccc1N1CCCC1 | 3.5%
Cc1ccccc1NC(=O)c1c(NC(=O)c2ccncc2)sc2c1CCC(C(C)(C)C)C2 (configuration not stated) | 8.7%
CCN(CC)S(=O)(=O)c1ccc2c(c1)N(CC(=O)NCc1ccccc1)C(=O)C1CCCCN21 (configuration not stated) | 2.1%

# Other records follow.
molecule | aSyn tox rescue
COc1ccc(OCC(=O)NCc2n[nH]c(=O)c3ccccc23)cc1 | -2.3%
N#Cc1ccc(CO/N=C/c2ccccc2)cc1 | -0.1%
Fc1ccccc1Nc1nc2ccccc2o1 | -11.1%
Cc1cc(N2CCCCC2)nc2ccc(NC(=O)/C=C/c3ccc(OCCC(C)C)cc3)cc12 | -43.4%[inhibitor]
CCOc1ccccc1CNC(=O)CCc1c(C)nn(-c2ccc(N3CCCCC3)nn2)c1C | -4.9%
CCCn1c(COc2cccc(C)c2)nc2ccccc21 | 9.0%
CC1CCCN(C(=O)COC(=O)c2cccc(NS(=O)(=O)c3ccccc3)c2)C1 (configuration not stated) | 6.1%
C[C@H]1CN([C@@H](C)CO)C(=O)CCCn2nncc2CO[C@@H]1CN(C)C(=O)Nc1ccnc(N2CCOCC2)c1 | 6.3%
Cc1ccc(C(=O)N/C(=C\c2ccco2)C(=O)NCCc2c[nH]c3ccccc23)cc1 | -10.0%
CCCCC(=O)NC(=S)Nc1ccc(Cl)c(C(=O)O)c1 | -3.8%

# 3 consecutive entries out of the list so far:
molecule | aSyn tox rescue
CCOc1ccc(S(=O)(=O)Nc2cc(F)ccc2F)c2cccnc12 | -7.1%
CCc1ccc(N2CC(C(=O)N(CC)CC(=O)Nc3c(F)cccc3F)CC2=O)cc1 (configuration not stated) | -9.1%
O=C(COC(=O)COc1ccc(Br)cc1)NC1CCS(=O)(=O)C1 (configuration not stated) | 0.1%

# Other compounds follow.
molecule | aSyn tox rescue
CN(C)/C=N/NC(=O)C1Cc2c(ccc3ccccc23)O1 (configuration not stated) | -7.1%
CCc1ccc(-n2c(=O)c3sc4ccccc4c3n(CC(=O)NCc3ccccc3)c2=O)cc1 | 2.3%
Cc1ccc(C)c(NNC(N)=S)c1 | 3.5%
CC(=O)/C(N=Nc1ccc(C(=O)O)cc1)=C(\C)O | 1.2%
Cc1cccc(C)c1OCC(=O)Nc1ncn[nH]1 | 3.3%
O=C1OC(c2ccccc2)=CC1=Cc1ccccc1O | 4.1%
c1ccc(Cc2cc[n+](Cc3ccccc3)cc2)cc1 | 1.3%
Cn1c(NC(=O)/C=C/c2c(F)cccc2Cl)cc(=O)n(C)c1=O | -1.3%
Cc1cc(S(=O)(=O)n2ccnc2C(C)C)cc([N+](=O)[O-])c1C | -6.3%
Cc1ccc(OCCOC(=O)c2c(-c3ccccc3)noc2C)cc1 | 9.1%

# New compounds follow:
molecule | aSyn tox rescue
O=c1oc2c(F)cc(F)cc2cc1S(=O)(=O)c1ccc(F)cc1 | -16.8%
Cc1ccc(NC(=O)CS(=O)CC(=O)N(CC(=O)NC2CCCC2)c2ccc3c(c2)OCCO3)cc1 (configuration not stated) | 9.4%
O=C(CCn1cnc2onc(-c3ccc(F)cc3)c2c1=O)Nc1cccc(C(F)(F)F)c1 | 3.7%
CN(C)c1ccc([N+](=O)[O-])cc1C(=O)NCC(c1ccco1)N(C)C (configuration not stated) | 1.8%
N#C/C(=C(/O)c1ccc([N+](=O)[O-])o1)c1nc2ccccc2[nH]1 | 0.2%
O=S(=O)(Nc1nc2n(n1)C(c1ccccc1)C=C(c1ccc(Cl)cc1)N2)c1ccccc1 (configuration not stated) | -7.2%
CCCCn1c(N)c(N(CC(C)C)C(=O)c2cc(-c3ccc(F)cc3)nc3ccccc23)c(=O)[nH]c1=O | -2.0%

# Screening results (PubChem)
